# ATXN2 expr inh: ATXN2 expression inhibition; actives 0.72% (n = 360,000); HEK-293 ATXN2-luciferase reporter, luminescence, 24 h; Potency, µM (top dose mostly 57 µM), for inactives: at the highest dose activity change, negative = inhibition, most hits filed as inhibitors; also: nearly all actives have a fitted effect of over 55% in size
#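 qHTS (up to 57 uM final) was run with 24 h compound exposure of reporter cells at 37 °C. Each well was multiplexed: SteadyGlo luminescence measured ATXN2-luciferase expression after a fluorogenic Gly-Phe-AFC viability readout (25 uM final).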
# KB-3-1 cytotox: KB-3-1 parental cell cytotoxicity; Potency, µM (doses to about 46.1 µM), for inactives: top-dose activity change, negative = cytotoxic, hits mostly cytotoxic; KB-3-1 viability, CellTiter-Glo ATP luminescence, 72 h; actives 1.4% (n = 400,000); also: nearly all actives have a fitted effect of over 60% in size
#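 Luminescent ATP read-out (CellTiter-Glo) measures survival of drug-naive KB-3-1 cells after 72 h compound exposure at 37 °C. Titration series was screened from lowest to highest concentration, with DMSO vehicle plates as background controls.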
# KB-V1 cytotox: kills drug-selected multidrug resistant KB-V1 cells. KB-V1 MDR cells viability, CellTiter-Glo, 72 h. Potency, µM (top dose mostly 46.1 µM), inactives show top-dose activity change, negative = cytotoxicity, usual class: cytotoxic. actives 3.4% (n = 400,000). AID 1347076; also: nearly all actives have a fitted effect of over 60% in size
#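 In this primary screen, KB-V1 cells overexpressing P-gp are incubated with library compounds (lowest to highest concentration) for 72 h at 37 degrees C before a luminescent ATP viability read.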
# Active calls of the source: *; ? = inconclusive; [ ] = another dose, or the depositor's remark. Calls follow the shape of the dose curve; as a rule, active = well fitted curve in the direction sought with a large enough effect; inconclusive = small, poorly fitted or top-dose-only effect, or another doubt; inactive = no such curve, though single readings can be large; an effect the other way counts as inactive or inconclusive. % is scaled to controls: 0 for no effect and ±100 for the full control effect; potency is read from the fitted curve at half-maximal effect.
SMILES,ATXN2 expr inh,KB-3-1 cytotox,KB-V1 cytotox
CCOc1ccc(NC(=O)c2cc3cc(C)ccc3n2C)cc1,6%,6%,13%
COc1cc(NC(=O)C(NC(=O)C2CCC(C)CC2)C(C)C)cc(OC)c1OC (stereo not given),10%,9%,0%
CCOc1ccc(CNS(=O)(=O)c2ccc(-c3coc(C)n3)cc2)cc1,8%,-2%,-8%
Cc1ccc(C(c2sc3nc(-c4ccco4)nn3c2O)N2CCC3(CC2)OCCO3)cc1 (stereo not given),4%,3%,0%
COc1ccc(NC(=O)c2ccco2)cc1NC(=O)COc1ccc(Cl)c(C)c1,-26%,3%,-24%
CC(C(=O)Nc1ccccc1C(F)(F)F)n1nnc2sc3c(c2c1=O)CCCC3 (stereo not given),-7%,16%,-4%
Cc1ccc(CN2CCN(C3CCN(S(=O)(=O)N(C)C)CC3)C(=O)C2=O)cc1,0%,2%,14%
COc1cc2c(cc1OC)C(COc1ccc3c(C)cc(=O)oc3c1)N(C(=O)Cc1ccc(F)cc1)CC2 (stereo not given),2%,5%,-2%
CCNC(=O)c1ccc(CSc2nc3ccncc3n2Cc2ccc(F)cc2)cc1,8%,-6%,0%
CCc1ccccc1NC(=O)Cn1nc(-c2cc(C)ccc2C)c2c(c1=O)CCCC2,10%,-2%,-4%
COc1ccc(-c2c(C)c3ccc(O)c(CN4CCCCC4C)c3oc2=O)cc1OC (stereo not given),-10%,-5%,0%
CCCCCn1cc2c(c1-c1ccccc1Br)c(=O)n(C)c(=O)n2C,-34%,0%,13%
CC(C)c1ccc(NC(=O)c2cc(S(=O)(=O)N3CCCCC3)cn2C)cc1,5%,1%,26%
Cc1cc2nn(-c3ccc(F)cc3)nc2cc1NC(=O)c1cccc2ccccc12,25%,-21%,-8%
COc1ccc(OC)c(NC(=O)C2CCCN(S(=O)(=O)c3ccc4c(c3)CCCC(=O)N4)C2)c1 (stereo not given),7%,-1%,-15%
CC(C)CCOc1ccccc1Cn1c(=O)sc2ccccc21,7%,0%,0%
Cc1sc2ncn(CC(=O)N3CCN(c4ccc(F)cc4)CC3)c(=O)c2c1S(=O)(=O)N1CCC(C)CC1,-18%,1%,3%
Cc1cc(Cl)ccc1NC(=O)Cc1ccc(NC(=O)N2CCCCc3ccccc32)cc1,9%,7%,6%
Cc1ccc(NC(=O)/C=C/c2ccccc2Cl)cc1Cl,5%,7%,0%
Cc1csc2nc(-c3cccc(NS(C)(=O)=O)c3)cn12,20%,25%,7%
CCOC(=O)c1c(NC(=O)c2cc(=O)c3c(C)cc(C)cc3o2)sc(C)c1C,0%,8%,12%
Cc1ccc(C)c(CN2C(=O)c3ccccc3S(=O)c3ccc(C(=O)N4CCN(c5cccc(Cl)c5)CC4)cc32)c1 (stereo not given),-1%,-21%,0%
COc1cc2c(cc1OC)C(COc1ccc3c(C)cc(=O)oc3c1)N(C(=O)CC(C)C)CC2 (stereo not given),-9%,7%,0%
CCc1ccc2oc(C(=O)Nc3ccccc3C(=O)OC)cc(=O)c2c1,2%,12%,3%
CCOC(=O)c1c(C)oc2ncnc(Nc3cccc(C(F)(F)F)c3)c12,3%,7%,?
CCOc1ccc2nc(NC(=O)c3cc(=O)c4cc(C)cc(C)c4o3)sc2c1,5%,0%,24%
CCn1cc2nc(SCc3ccccc3)n(Cc3ccc(C)cc3)c(=O)c2n1,-4%,1%,15%
Cc1ccccc1Nc1c(-c2c[nH]c3ccccc23)nc2cccc(C)n12,35%[activator],-2%,?
CCC1CCCCN1CCCNC(=O)c1[nH]c2ccccc2c1Sc1ccc(Cl)cc1 (stereo not given),?,11%,18%
CCc1ccccc1NC(=O)c1ccc2nc(CCc3ccccc3)oc2c1,13%,-1%,11%
CCn1c(=O)c2sccc2n2c(CCC(=O)Nc3ccc(OC)c(Cl)c3)nnc12,5%,1%,0%
Cn1ccc2c(OCC(=O)Nc3cc(C(F)(F)F)ccc3Cl)cccc2c1=O,0%,-23%,-28%
COc1ccc(NC(=O)c2nnn(Cc3nc(-c4cc(OC)c(OC)c(OC)c4)oc3C)c2C)cc1Cl,0%,10%,1%
Cc1cc2[nH]c(=O)c(=O)[nH]c2cc1S(=O)(=O)NCc1ccc(F)cc1,4%,3%,-3%
CCC1CCCCN1CC(=O)N1CCCc2c1c(=O)oc1ccc(OCc3ccccc3)cc21 (stereo not given),?,-12%,14%
O=C(CCn1c(=O)c2ccccc2n(CC(=O)Nc2ccc(F)cc2)c1=O)NCCc1ccccc1,4%,-10%,0%

# Record cards, as listed above:
# CCOC(=O)c1c(C)oc2ncnc(Nc3cccc(C(F)(F)F)c3)c12 is entered as ATXN2 expr inh: 3%; KB-3-1 cytotox: 7%; KB-V1 cytotox: ?
# CCn1c(=O)c2sccc2n2c(CCC(=O)Nc3ccc(OC)c(Cl)c3)nnc12 is entered as ATXN2 expr inh: 5%; KB-3-1 cytotox: 1%; KB-V1 cytotox: 0%

# Remaining list, next part:
SMILES,ATXN2 expr inh,KB-3-1 cytotox,KB-V1 cytotox
CCc1nn(CC(=O)NCC(C)c2ccccc2)c(=O)c2cc3occc3n12 (stereo not given),-4%,-6%,3%
Cc1ccc(S(=O)(=O)n2nc(-c3ccco3)nc2NCc2ccccc2Cl)cc1,15%,12%,-15%
CC(C)(C)[C@H](NC(=O)c1ccc(N)c(Cl)c1)C(=O)N1CCC[C@H]1C(=O)N[C@H](C#N)CC(=O)O,1%,0%,2%
Cc1ccc(-c2cc(-c3coc4ccccc4c3=O)c3c(n2)-c2cc(Cl)ccc2OC3)cc1,2%,11%,24%
COc1cccc(NC(=O)Cn2nc(-c3ccncc3)ccc2=O)c1,-3%,9%,8%
COc1ccc(C2C(C(=O)Nc3ccc(C)cc3C)=C(C)Nc3nc(SC)nn32)cc1OC (stereo not given),5%,12%,21%
COc1cccc(-n2c(=O)c3sc4ccccc4c3n(CC(=O)Nc3ccccc3C)c2=O)c1,10%,5%,-7%
Cc1nc2c(c(C)c1CCC(=O)Nc1cccc(C(F)(F)F)c1)c(=O)n(C)c(=O)n2C,-14%,-3%,10%
Cc1ccc(CNC(=O)CCC(=O)N2Cc3ccccc3Oc3ncccc32)cc1,-8%,0%,12%
CCCCN1C(=O)C(O)(CC(=O)c2ccc(C)cc2C)c2cc(Br)ccc21 (stereo not given),?,-18%,-8%
Cc1cc(C)n(C(C)CC(=O)Nc2ccc(C)c(N(C)C)c2)n1 (stereo not given),-1%,11%,16%
CCOc1ccc(NC(=O)CN2CCN(CC(=O)Nc3ccc(F)cc3F)CC2)cc1,23%,0%,-4%
COc1cccc(NC(=O)CSc2nc(=O)n(Cc3cccnc3)c3c2CCC3)c1,-18%,3%,0%
COc1ccc2c(c1)CC(C(=O)NCCN1CCN(c3cccc(C)c3C)CC1)CO2 (stereo not given),-7%,-16%,-16%
Cc1ccc(Cl)cc1N1CCN(c2ncnc3c2nc2n3CCCCC2)CC1,6%,3%,?
COc1ccc(NS(=O)(=O)c2ccc3[nH]c4c(c3c2)CCCC4)cc1Cl,?,-1%,?
CCOC(=O)C1CCCN(C(=O)c2ccc3c(c2)N(Cc2ccc(Cl)cc2)C(=O)c2ccccc2S3=O)C1 (stereo not given),?,11%,-2%
O=C(Nc1cc(Cl)ccc1Cl)c1cc(S(=O)(=O)N2CCc3ccccc3C2)ccc1F,-1%,7%,1%
COc1cc(NC(=O)CCCN2C(=O)CCn3nc(-c4cn(C)c5ccccc45)cc32)cc(OC)c1,?,-2%,14%
CCc1ccc2c(c1)-c1ccccc1S(=O)(=O)N2CC(=O)N1CCC(C)CC1,15%,-3%,-14%
Cc1ccc(-n2nc(C)c3c(C)c(CCC(=O)NCc4ccccc4Cl)c(C)nc32)cc1C,4%,24%,4%
Cc1ccc(N(C)C(=O)Cn2cnc3onc(-c4ccc(F)cc4)c3c2=O)cc1C,3%,17%,-8%
CC(C)c1ccc(Nc2c(-c3ccc(N(C)C)cc3)nc3cnccn23)cc1,8%,-8%,7%
COc1ccccc1Cn1c(C2CC(=O)N(c3ccccc3OC)C2)nc2ccccc21 (stereo not given),-29%,4%,4%

# As entered above:
# COc1ccccc1Cn1c(C2CC(=O)N(c3ccccc3OC)C2)nc2ccccc21 (stereo not given) – KB-3-1 cytotox: 4%
# CCc1ccc2c(c1)-c1ccccc1S(=O)(=O)N2CC(=O)N1CCC(C)CC1 – KB-V1 cytotox: -14%
# COc1cc(NC(=O)CCCN2C(=O)CCn3nc(-c4cn(C)c5ccccc45)cc32)cc(OC)c1 – KB-V1 cytotox: 14%
# COc1ccc(NS(=O)(=O)c2ccc3[nH]c4c(c3c2)CCCC4)cc1Cl – KB-3-1 cytotox: -1%
# Cc1ccc(N(C)C(=O)Cn2cnc3onc(-c4ccc(F)cc4)c3c2=O)cc1C – ATXN2 expr inh: 3%
# O=C(Nc1cc(Cl)ccc1Cl)c1cc(S(=O)(=O)N2CCc3ccccc3C2)ccc1F – KB-3-1 cytotox: 7%

# Carrying on:
SMILES,ATXN2 expr inh,KB-3-1 cytotox,KB-V1 cytotox
CC(NC(=O)c1ccccc1)c1nc2ccccc2n1Cc1ccc(Cl)cc1 (stereo not given),4%,0%,2%
COc1cc(NC(=O)c2cc(-c3cccc(OC)c3)n[nH]2)cc(OC)c1,-23%,3%,15%
CCn1c(=O)cc(OCC(=O)N2CCN(c3ccc(C)cc3)C(C)C2)c2ccccc21 (stereo not given),?,2%,-3%
O=S(=O)(NCC(c1ccco1)N1CCOCC1)c1ccc(Br)cc1 (stereo not given),-9%,-8%,-10%
CCOC(=O)c1c(NC(=O)CSc2cn(CCNC(=O)c3ccccc3F)c3ccccc23)sc2c1CCC2,8%,-21%,18%
CCOc1ccc(CNC(=O)C2CCN(S(=O)(=O)c3ccc4c(ccn4C)c3)CC2)cc1,1%,-20%,-12%
COc1ccc(-c2c(C)nn3c(-c4ccccc4)cc(-c4ccccc4)nc23)cc1,1%,4%,-4%
CCOC(=O)/C(C#N)=C/c1ccc(-c2ccc(Br)cc2)o1,0%,0%,12%
CCC(C(=O)Nc1cccc(Cl)c1C)n1nc(-c2ccc(C)cc2)ccc1=O (stereo not given),-24%,-12%,0%
COc1cccc(NC(=O)c2nnn(Cc3ccc(OC)c(Br)c3)c2N)c1,-17%,2%,0%
CCOc1ccc(N(CC(=O)Nc2ccccc2CC)S(=O)(=O)c2c(C)[nH]c(=O)[nH]c2=O)cc1,7%,0%,4%
COc1cccc(NC(=O)CSc2cc(C)c3ccccc3n2)c1,22%,-12%,2%
Cc1cc(C)c2c(CC(=O)Nc3ccc(S(=O)(=O)N4CCCCC4)cc3)coc2c1,-10%,-3%,?
CCc1ccc(NC(=O)CSc2nc3c([nH]c4ccccc43)c(=O)n2-c2cccc(OC)c2)cc1,11%,-3%,-25%
COc1ccccc1NC(=O)c1ccc2oc(=O)c(S(=O)(=O)c3ccccc3)cc2c1,2%,1%,-4%
Cc1cccc(-n2cnc3cc(C(=O)NCc4ccccc4Cl)ccc32)c1,?,?,?
CCc1ccc(Nc2nn3c(=O)c4cc5c(cc4nc3s2)OCO5)cc1,8%,6%,?
O=C(c1cccc([N+](=O)[O-])c1)N1CCN(CCc2ccncc2)CC1,-1%,13%,3%
Cc1ccc(OCc2nc(-c3ccc(C(=O)N4CCN(c5ccc(Cl)cc5)CC4)cc3)oc2C)cc1,-3%,2%,2%
COc1ccc(Cn2c(SCC(=O)N3CCN(c4ccc(F)cc4)CC3)nc3ccccc32)cc1,-2%,?,0%
COc1ccc(-n2c(SCC(N)=O)nc3c(oc4ccccc43)c2=O)cc1,-16%,9%,0%
CCOc1ccc(NC(=O)CN(Cc2ccccc2)S(=O)(=O)c2ccc3nc(C)sc3c2)cc1,-10%,-4%,7%
COc1ccc(S(=O)(=O)NCCc2sc(-c3cccnc3)nc2C)c(F)c1,6%,21%,?
O=C(c1ccc(Br)cc1)N(Cc1ccco1)c1ccccn1,11%,3%,-5%
COc1ccccc1CNC(=O)c1ccc2c(c1)N(Cc1ccc(C)cc1)CCS2,2%,-25%,-13%
Cc1c(NC(=O)c2cc(=O)c3ccccc3o2)c(=O)n(-c2ccccc2)n1C,8%,9%,0%
COc1ccc(COC(=O)C2=C(C)NC(=O)CC2c2cccc(Cl)c2Cl)cc1 (stereo not given),6%,9%,-23%
COc1ccc(-c2nnc(C3CCN(S(=O)(=O)c4ccc(C)c(C)c4)CC3)o2)cc1,-14%,5%,2%
COc1ccc(-c2noc(-c3ccc(NCc4ccccc4OC)c([N+](=O)[O-])c3)n2)cc1,3%,5%,0%
CCCCC1CCC(C(=O)N2CC(=O)Nc3ccc(Br)cc3C2c2ccc(F)cc2)CC1 (stereo not given),0%,0%,-14%

# For reference, part of the list above.
SMILES,ATXN2 expr inh,KB-3-1 cytotox,KB-V1 cytotox
COc1ccc(-c2noc(-c3ccc(NCc4ccccc4OC)c([N+](=O)[O-])c3)n2)cc1,3%,5%,0%
CCCCC1CCC(C(=O)N2CC(=O)Nc3ccc(Br)cc3C2c2ccc(F)cc2)CC1 (stereo not given),0%,0%,-14%

# This is a subset; the hit share may differ from the screen's.
